RORg inh = blocks mouse ROR gamma transcriptional activity | Potency, µM (highest dose often 53.6 µM), for inactives: at the highest dose activity change, negative = inhibition, hits mostly inhibitors | Drosophila S2 Gal4-RORgamma UAS-luciferase reporter, 20 h | P51450 | AID 2551 | 310,000 tested, 5.4% active; further: on the % scale 0 is the no-effect control and ±100 the full control effect; nearly all actives have a fitted effect of over 60% in size
Target sequence (P51450 whole entry, looked up, the tested form may be a part): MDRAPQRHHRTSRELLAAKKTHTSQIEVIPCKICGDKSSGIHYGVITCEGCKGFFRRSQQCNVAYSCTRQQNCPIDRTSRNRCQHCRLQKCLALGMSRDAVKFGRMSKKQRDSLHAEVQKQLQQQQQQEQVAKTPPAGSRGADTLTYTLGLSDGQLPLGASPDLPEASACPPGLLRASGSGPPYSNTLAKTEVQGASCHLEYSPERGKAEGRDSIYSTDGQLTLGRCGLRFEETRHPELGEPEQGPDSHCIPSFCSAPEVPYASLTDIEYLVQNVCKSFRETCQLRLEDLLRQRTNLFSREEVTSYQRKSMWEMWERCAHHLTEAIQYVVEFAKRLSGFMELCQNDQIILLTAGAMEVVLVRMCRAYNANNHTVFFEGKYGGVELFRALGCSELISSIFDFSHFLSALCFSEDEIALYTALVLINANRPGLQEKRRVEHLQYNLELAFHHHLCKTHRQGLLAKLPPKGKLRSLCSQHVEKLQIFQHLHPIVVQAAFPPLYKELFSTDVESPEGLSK
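Luminescence from a UAS-regulated Photinus luciferase reporter in stably transfected Drosophila Schneider cells is measured; decreased signal marks ROR gamma inhibition. Fusion expression is induced by 700 uM copper sulfate for 20 hr.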
NPC1 promoter act = activates the NPC1 promoter | Potency, µM (highest dose often 9.22 µM), without a hit: at the highest dose activation, most hits filed as activators | Huh7 NPC1 promoter luciferase reporter, 24 h | AID 485313 | 320,000 tested, 2.4% active;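 further: % of control where 0% means no effect; nearly all actives have a fitted effect of over 60% in size; reporter is driven by a mutant NPC1 promoter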
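Luciferase expression driven by the NPC1 promoter was measured in stably transfected Huh7 cells after a 24 h compound incubation, using a luciferase reagent and a luminescence read.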
MBNL1 CUG block = MBNL1-poly(CUG) RNA binding inhibition; Q9NR56; TR-FRET MBNL1-His/biotin-(CUG)12 binding, 665/545 ratio; Potency, µM (top dose mostly 57.5 µM), for inactives: at the top dose activity change, negative = inhibition, most hits filed as inhibitors; 280,000 tested, 0.036% active; active means well fitted inhibition curve with a large enough effect in the signal ratio, with a control signal flat, not every such curve was filed as active; inconclusive means small, poorly fitted or top-dose-only effect, or effect the other way, or a change in a side signal; inactive means no such curve, though single readings can be large or run the other way; the % refers to the signal ratio; further: on the % scale 0 is the no-effect control and ±100 the full control effect
Target sequence (Q9NR56 whole entry, looked up): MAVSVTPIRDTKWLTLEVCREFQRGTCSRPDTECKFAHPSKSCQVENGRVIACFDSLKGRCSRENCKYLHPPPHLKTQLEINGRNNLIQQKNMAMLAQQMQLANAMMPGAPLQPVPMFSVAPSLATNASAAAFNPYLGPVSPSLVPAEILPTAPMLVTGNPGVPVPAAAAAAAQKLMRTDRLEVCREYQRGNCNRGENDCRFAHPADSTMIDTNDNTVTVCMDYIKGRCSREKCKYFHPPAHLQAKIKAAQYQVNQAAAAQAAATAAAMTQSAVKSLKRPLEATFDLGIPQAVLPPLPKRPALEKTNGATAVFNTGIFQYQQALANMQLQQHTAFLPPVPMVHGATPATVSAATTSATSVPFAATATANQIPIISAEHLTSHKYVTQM
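TR-FRET readout: Ex 340 nm, 665/545 nm emission ratio, normalized to buffer-only (basal) and MBNL1-(CUG)12 controls. Complex of MBNL1-His with Biotin-(CUG)12, compounds 92 nM–58 uM, incubated 60 min at room temperature.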
p53 reactivation = mutant p53 re-activation in reporter cells | Potency, µM (titrated, usually from 92.2 µM), without a hit: top-dose activity change, positive = activation, actives largely listed as activators | 320,000 tested, 0.063% active | H1299 p53-A138V BP100-luciferase reporter, luminescence, 24 h; further: % of control where 0% means no effect; nearly all actives have a fitted effect of over 45% in size
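H1299 (p53-null), stable ts p53-A138V + BP100-Luc; 1000 cells/well, Opti-MEM/10% FBS; cpd 4 pt, 1:5; 24 h, 37 deg C, 5% CO2; detection reagent 10 min RT; luminescence.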
BRCA1 expr act = increases BRCA1 expression; 380,000 tested, 1.1% active; Potency, µM (doses to about 46.1 µM), inactives show top-dose activation, hits mostly activators; MCF7-BRCA1-FFLuc reporter, luminescence, 48 h; response scale: scaled: vehicle 0%, 10 µM genistein 100%; further: nearly all actives have a fitted effect of over 80% in size; some results filed as inactive show a strong effect at the top dose
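Luminescence from a BRCA1-driven firefly luciferase in MCF7 cells was read after 48 h compound exposure at 37 C. Data normalized against DMSO and a 10microM genistein activation control, then curve-fitted across the titration.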
Rab9 prom act = Rab9 promoter activation; Huh7 Rab9 promoter-luciferase reporter, luminescence, 24 h; Potency, µM (doses to about 9.22 µM), without a hit: at the top dose activation, negative = inhibition, hits mostly activators; 320,000 tested, 2.8% active; further: % of control where 0% means no effect; nearly all actives have a fitted effect of over 60% in size
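Steps: seed 1500 Huh7 Rab9-luc cells per well, rest 2 h at 37 °C; add compound in DMSO; incubate 24 h; add luciferase reagent, 10 min ambient; read luminescence.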
ELG1 genotox = genotoxicity induction in ELG1-luciferase HEK293T cells | 330,000 tested, 1.3% active | Potency, µM (titrated, usually from 46 µM), inactives show at the top dose activity change, positive = activation, usual class: activators | HEK293T ELG1-luciferase reporter, luminescence, 16 h; further: % of control where 0% means no effect; nearly all actives have a fitted effect of over 60% in size
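Step 1: seed 2,000 HEK293T ELG1-luciferase cells per well. Step 2: add compound or DMSO, incubate 16 hr at 37 °C. Step 3: ONE-Glo, 30 min at room temperature, read luminescence.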
uPA generation = cell surface uPA generation inhibition | cell surface uPA generation assay, qHTS | Potency, µM (top dose mostly 38.3 µM), for inactives: at the highest dose activity change, negative = inhibition, usual class: inhibitors | 330,000 tested, 0.31% active; active means well fitted inhibition curve with a large enough effect; inconclusive means small, poorly fitted or top-dose-only effect; inactive means no such curve, though single readings can be large or run the other way; tested in mouse RAW 264.7 cells; further: on the % scale 0 is the no-effect control and ±100 the full control effect; nearly all actives have a fitted effect of over 55% in size
VP16 counter = Gal4-VP16 reporter inhibition counter-screen; Drosophila S2 Gal4-VP16 UAS-luciferase, luminescence, 20 h; 310,000 tested, 3.5% active; Potency, µM (highest dose often 53.6 µM), without a hit: at the top dose activity, negative = inhibition, most hits filed as inhibitors;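 further: Gal4-VP16 expression switched on by copper sulfate through the metallothionein promoter; on the % scale 0 is the no-effect control and ±100 the full control effect; nearly all actives have a fitted effect of over 50% in size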
FLuc modulator = counter-screen for miR-21 project: firefly luciferase inhibitors or activators; purified FLuc, Km substrates, luminescence inhibition; Potency, µM (top dose mostly 57.5 µM), for inactives: top-dose activity change, negative = inhibition, most hits filed as inhibitors; 360,000 tested, 6.9% active; AID 588342;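 further: plate controls were vehicle for no effect and reference inhibitor for full effect; nearly all actives have a fitted effect of over 55% in size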
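Purified P. pyralis luciferase (10nM final) with 10uM D-luciferin and 10uM ATP (Km levels) in 50mM Tris acetate pH 7.5, 10mM Mg acetate, 0.01% Tween-20, 0.05% BSA; qHTS 6-point titration, ~60 µM downward; luminescence read.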
MLL CXXC-DNA inh = inhibitors of human MLL CXXC domain-DNA interaction. AID 2662. 290,000 tested, 0.037% active. Potency, µM (highest dose often 115 µM), without a hit: at the top dose activity change, negative = inhibition, usual class: inhibitors. MLL-CXXC / FITC-HOXA9 DNA fluorescence polarization; active means well fitted inhibition curve with a large enough effect in the polarisation, with a control signal flat, not every such curve was filed as active; inconclusive means small, poorly fitted or top-dose-only effect, or effect the other way, or a change in a side signal; inactive means no such curve, though single readings can be large or run the other way; the % refers to the polarisation
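Fluorescence polarization: 7 uM MLL-CXXC (stock) preincubated 5 min with compounds, then 50 nM fluorescein-HOX-A9 DNA (stock) added; 30 min ambient. Buffer 50 mM Tris-HCl pH 7.5, 50 mM NaCl, 1 mM DTT, 0.05% BSA.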
* marks the source's active call; other numbers are inactive results; ? = inconclusive; · = not tested or not shown; & = joins results of further samples; [ ] = remark or other dose. Unless noted, the call rests on the fitted dose curve; in most records, active means well fitted curve in the direction sought with a large enough effect; inconclusive means small, poorly fitted or top-dose-only effect, or another doubt; inactive means no such curve, though single readings can be large; an effect the other way counts as inactive or inconclusive. Potency means the concentration at half of the fitted maximal effect.

SMILES	RORg inh	NPC1 promoter act	MBNL1 CUG block	p53 reactivation	BRCA1 expr act	Rab9 prom act	ELG1 genotox	uPA generation	VP16 counter	FLuc modulator	MLL CXXC-DNA inh
C#CCOCCOCCOCCNc1nc(N2CCN(C(=O)[C@H](CCCCN)n3cc([C@@H](N)C(C)CC)nn3)CC2)nc(N2CCN(C(=O)[C@H](Cc3cc4ccccc4[nH]3)n3cc([C@@H](N)CC(C)C)nn3)CC2)n1 (some centres not stated)	-2%	-2%	-19%	1%	0%	12%	1%	?	-3%	2%	10%
O=C(Nc1ccn(Cc2c(F)c(F)cc(F)c2F)n1)c1ccc(COc2cc(Cl)ccc2Cl)o1	-10%	-1%	0%	-4%	3%	0%	0%	·	-3%	4%	19%
Cn1nc(-c2ccc(Cl)cc2)c2cc(C(=O)NCCN3CCOCC3)sc21	-14%	4%	2%	-13%	-33%	2%	-5%	-15%	-8%	-6%	-13%
Cc1ccc(-n2c(C)nn(-c3ncc(C(F)(F)F)cc3Cl)c2=O)cc1	?	-3%	-2%	4%	0%	-1%	-1%	-1%	15%	1%	-1%
CCc1c(O)nc(SCC(=O)NCc2ccco2)[nH]c1=O	-35%	-6%	-2%	-13%	-4%	-2%	-1%	3%	-4%	-1%	-12%
COC(=O)[C@H](CCSC)NC(=O)NCCc1ccc(F)cc1	28%	2%	1%	-13%	0%	-3%	0%	·	4%	-2%	8%
CCC(=O)N1c2ccc(S(=O)(=O)N3CCN(c4cc(C)ccc4C)CC3)cc2CC1C (configuration not stated)	7%	-1%	3%	8%	-16%	3%	-7%	-3%	-4%	3%	2%
COc1ccc(C2CC(c3cccs3)=NN2c2nc(-c3ccccc3)cs2)cc1OC (configuration not stated)	?	1%	28%	3%	-1%	-5%	-4%	-1%	1%[0.365 µM]	1%	33%[activator]
CSC1=NCCN1C(=O)c1ccc2c(c1)OCO2	12%	0%	0%	?	0%	4%	0%	2%	-12%	-1%	15%
Cn1cc([N+](=O)[O-])c(C(=O)NCc2cc3cc(Cl)ccc3[nH]2)n1	?	-2%	?	-11%	1%	-5%	0%	4%	-3%	-5%	2%
Fc1ccc(C(c2nnnn2Cc2cccs2)N2CCN(c3ccccc3)CC2)cc1 (configuration not stated)	-37%	-3%	3%	1%	-23%	2%	-10%	-1%	-7%	-1%	5%
CCCCNC(=S)N(CCN(CC)CC)Cc1cc2cc3c(cc2[nH]c1=O)OCCO3	5%	3%	10%	·	-26%	-4%	0%	?	5%	-1%	49%[activator]
C=CCn1c(Cc2cccs2)nnc1SCC(=O)c1cccc(Br)c1	-1%	-3%	2%	1%	-20%	1%	-1%	-4%	13%	-2%	-1%
C/C(N)=C(/C#N)C(=O)CSc1nnc(Nc2cccc(C)c2)s1	?	?	3%	?	?	?	?	0%&-8%	0%	5.4µM*	-1%
COc1ccc(C)cc1NC(=O)C(OC(=O)c1ccc([N+](=O)[O-])o1)c1ccccc1 (configuration not stated)	-22%	-2%	?	-1%	-24%	-5%	-1%	10%	-23%	4%	-2%
COc1cc(SC)ccc1C(=O)N1CCN(c2ccccc2OC)CC1	31%	-33%[inhibitor]	-10%	-9%	-4%	-32%[inhibitor]	-7%	-16%	-6%	-2%	-6%
O=C(NCCc1ccco1)C(=O)NCC1CCCN1S(=O)(=O)c1ccccc1 (configuration not stated)	·	-27%	·	-3%	-48%	-16%	-3%	-11%	·	0%	·
Cc1ccnc(NC(=O)Nc2cccc(F)c2)c1	?	1.6µM*	5%	?	12%[1.84 µM]	1µM*	0.92µM*	-4%	?	0.95µM*	1%
COc1cc(NC(=O)C2CC2)c(C(=O)O)cc1OC	?	6%	-3%	2%	2%	1%	3%	0%	-8%	-13%	4%
Cc1ccc(S(=O)(=O)NCCSc2nnnn2-c2ccc(C(N)=O)cc2)cc1	?	-2%	11%	0%	24%	-1%	-6%	9%	-6%	0%	-2%
O=c1oc(-c2ccc(Br)o2)nc2ccccc12	1%	19%	-3%	?	79%	20%	?	·	16%	?	8%
Cc1ccsc1CN(C)C(=O)C1CCC(=O)N(CCc2cccc(F)c2)C1 (configuration not stated)	31%	?	3%	?	87%	22%	?	-10%	?	15µM*	0%
Cc1cc(C)n(C(=O)CNC(=O)c2ccc(C(C)(C)C)cc2)n1	-27%	-2%	-10%	19%	28%	1%	10%	-3%	0%	7.6µM*	6%
CCOc1cc(C(C(=O)NCC2CCCO2)N(C(=O)Cn2nnc3ccccc32)c2ccc(C(C)=O)cc2)ccc1O (configuration not stated)	3%	-4%	2%	1%	68%	11%	2%	·	5%	10%	1%
COc1ccc(C2(C(=O)Nc3ccccc3)CCOCC2)cc1	29%	-1%	-5%	3%	-4%	-7%	-4%	2%	-3%	4%	4%
SMILES	RORg inh	NPC1 promoter act	MBNL1 CUG block	p53 reactivation	BRCA1 expr act	Rab9 prom act	ELG1 genotox	uPA generation	VP16 counter	FLuc modulator	MLL CXXC-DNA inh
Cc1noc(C)c1C(=O)Nc1ccccc1-c1ccccc1	26%[0.365 µM]	-1%	-14%	-7%	-17%	-4%	6%	·	·	12%	-3%
Cc1c(C(=O)N2CCCCC2)c(S(=O)(=O)NCCc2ccc(Cl)cc2)c(C)n1C	11%	2%	-2%	-13%	7%	-3%	-2%[9.26 µM]	9%	1%	-1%	10%
CCSc1cc(N2CCOCC2)nc(-c2ccccc2)n1	21%	-3%	9%[11.5 µM]	-12%	-8%	1%	-1%	3%	-15%	0%	6%
COc1ccccc1NS(=O)(=O)c1cc(NC(=S)NCC2CCCO2)ccc1C (configuration not stated)	?	0%	-3%	1%	0%	-4%	-7%	7%	-10%	-3%	-2%
N/C(=N\OC(=O)Oc1ccccc1)c1cccc([N+](=O)[O-])c1	-24%	-3%	?	-1%	-20%	-3%	1%	3%	-2%	1%	7%
Cn1ncc2c(Nc3ccc(Cl)c(Cl)c3)ncnc21	?	7%	?	0%	21%	14%	2%[9.26 µM]	-17%	-2%	?	10%
CC/C(C)=N/Nc1nc(-c2cc3cccc(OC)c3oc2=O)cs1	?	2.2µM*	?	16%	?	1.8µM*	?	-4%	?	8.5µM*	-5%
Cc1cc(N(CCO)CCO)ccc1N=Nc1cc(F)ccc1F	23%	?	?	7%	14%	?	?	6%	-2%	24µM*	-3%
CC(C)(C)c1ccc(NC(=O)N2CCCN(c3c(Cl)cncc3Cl)CC2)cc1	17%	-2%	-9%	-1%	-75%	-10%	-20%	-12%	?	?	-24%
O=C(N/N=C/c1ccc(F)cc1)c1ccc(OCc2ccccc2)cc1	-21%	2%	-7%	-1%	5%	-1%	0%	-4%	2%	0%	-3%
CC(C)(C)NC(=O)COc1ccc(CNCCc2ccccc2)cc1	-1%	-7%	-5%	7%	0%	0%	-9%	0%	-1%	-1%	-3%
N#CCCn1cnc2c(=S)nc[nH]c21	-24%	-1%	-3%	-1%	4%	-7%	4%	-9%	4%	8%	16%
Cc1cccc(-n2nc3c(c2NC(=O)c2cc4ccccc4o2)CS(=O)(=O)C3)c1	?	4%	-1%	-27%	-21%	11%	-3%	-2%	-12%	-1%	4%
CC(=O)c1ccc(Oc2ccc(C(C)=O)cc2)cc1	16%	29%	8%	?	?	?	?	0%	-2%	-18%	-2%
COc1ccc(CCN(C)C(=O)c2cnc(C)cn2)cc1OC	-1%	-7%	-3%	4%	-1%	0%	2%	-2%	-1%	0%	3%
O=C(N=C1SC2CS(=O)(=O)CC2N1CCc1ccc(F)cc1)C1CCCCC1 (configuration not stated)	-18%	-2%	2%	-7%	0%	-9%	2%	-11%	-13%	0%	-15%
C=CCn1c(C)cc(C(=O)COC(=O)[C@@H](NC(=O)c2ccccc2Cl)C(C)C)c1C	14µM*	?	?	9%	33%	?	?	-1%	13µM*	0.15µM*	1%
Cc1cc(C)cc(-n2nnc(C(=O)NCc3ccccc3)c2N)c1	-19%	-4%	-2%	1%	14%	-1%	-4%	-1%	?	0%	8%
CCCC(=O)Nc1ccc(C(=O)COC(=O)C2=COCCO2)cc1	·	1%	·	3%	34%	22%	4%	14%	·	?	·
CCCNC(=O)COc1coc(CN2CCN(Cc3ccccc3)CC2)cc1=O	-15%	0%	-3%	3%	-14%	-15%	1%	2%	-4%	1%	-5%

A portion of the library; count on the stated rates, not on these rows.
